KCNQ1 block – blocks the human KCNQ1 potassium channel. B-score at 10 µM. actives 1.3% (n = 310,000). CHO-K1 KCNQ1, FluxOR thallium flux fluorescence; hits give high values. P51787;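 active = compounds whose thallium flux B-score, printed positive for inhibition, exceeds three library SD while starting fluorescence stays within three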;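 note: channel opened by potassium depolarization with thallium stimulus after 20 min compound exposure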
Target sequence (P51787 whole entry, looked up): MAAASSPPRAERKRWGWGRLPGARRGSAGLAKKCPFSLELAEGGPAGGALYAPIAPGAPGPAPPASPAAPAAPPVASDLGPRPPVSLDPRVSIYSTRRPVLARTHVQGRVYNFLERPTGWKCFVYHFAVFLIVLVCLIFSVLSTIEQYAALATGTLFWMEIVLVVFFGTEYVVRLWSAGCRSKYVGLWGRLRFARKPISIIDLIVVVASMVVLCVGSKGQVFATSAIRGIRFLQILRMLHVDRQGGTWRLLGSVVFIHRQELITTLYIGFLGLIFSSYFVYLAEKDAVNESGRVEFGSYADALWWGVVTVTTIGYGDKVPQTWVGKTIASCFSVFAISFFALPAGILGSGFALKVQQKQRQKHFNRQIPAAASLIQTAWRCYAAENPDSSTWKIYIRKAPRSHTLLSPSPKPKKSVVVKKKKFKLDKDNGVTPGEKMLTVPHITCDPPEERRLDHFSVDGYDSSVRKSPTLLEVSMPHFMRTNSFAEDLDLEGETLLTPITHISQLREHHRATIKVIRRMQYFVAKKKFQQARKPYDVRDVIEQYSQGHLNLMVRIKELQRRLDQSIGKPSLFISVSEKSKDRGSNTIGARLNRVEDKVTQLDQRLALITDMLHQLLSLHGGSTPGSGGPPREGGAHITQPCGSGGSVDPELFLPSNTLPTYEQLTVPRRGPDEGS
KCNK9 inh – inhibitors of human KCNK9 two-pore domain potassium channel | Q9NPC2 | HEK293 KCNK9, FluxOR thallium flux fluorescence; hits give low values | B-score at 10 µM | actives 1.2% (n = 310,000) | AID 488922;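 active = ratio B-score over 3 SD below the library mean, with starting fluorescence within 5 SD of its mean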;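 note: negative B-score means less thallium flux so channel inhibition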
ANO1 block – mouse TMEM16A channel inhibition, primary screen | AID 588511 | actives 1.2% (n = 310,000) | Q8BHY3 | HEK293 TMEM16A/YFP iodide influx fluorescence, ionomycin | normalized B-score (activity score, 25-100; higher = stronger inhibition) at 10 µM;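 active = ratio plate-corrected score three or more library SD toward inhibition, starting fluorescence score within five deviations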;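 note: score derived from kinetic fluorescence span divided by baseline fluorescence per well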
MrgX1 allo act – allosterically activates human MrgX1 receptor signaling; AID 588675; B-score at 10 µM; actives 0.63% (n = 310,000); MrgX1-HEK293, Fluo-4 calcium flux, FDSS; hits give high values;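 active = plate-corrected calcium response at least 3 library SD above typical, normal starting fluorescence, not activating the receptor alone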;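 note: compound read alongside a low EC10 to EC30 dose of BAM8-22 agonist; peak minus trough fluorescence over baseline measured at the second addition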
TMEM16A act – activators or potentiators of mouse TMEM16A chloride channel; actives 0.3% (n = 340,000); HEK293 TMEM16A/YFP-H148Q/I152L, iodide quench fluorescence; hits give low values; B-score at 10 µM;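 active = fluorescence-ratio B-score plate-corrected deviation score at least 3 library SD below zero, with starting fluorescence score within 5 deviations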;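 note: channel opened by trigger with iodide after compound preincubation; score built on the fluorescence ratio of max minus min over baseline; more negative score means more quench and so TMEM16A activation or potentiation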
RGS4 act – RGS4 potentiation or activation. actives 0.92% (n = 310,000). HEK293 M3R/inducible RGS4, carbachol calcium flux Fluo4; hits give low values. B-score at 10 µM;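 active = B-score of the integrated calcium signal more than 4 SD below the library mean, with starting fluorescence not abnormally high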;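 note: negative B-score means reduced calcium response which marks RGS4 activation or potentiation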
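System – HEK293 FlpIn-TREx cells, stable M3R, doxycycline-inducible RGS4 · Reagent – ECmax carbachol challenge · Times – compound preincubation 20 min at room temperature before agonist · Technique – Fluo4 fluorescence kinetic imaging of calcium · Measure – B score of integrated Fluo4 ratio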
MrgX1 ag – human MrgX1 receptor agonism, primary screen | Q96LB2 | MrgX1-HEK293 cells, Fluo-4 calcium fluorescence, agonist mode; hits give high values | B-score at 10 µM | actives 0.44% (n = 310,000);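 active = calcium response B-score plate-corrected fluorescence ratio at least 3 library SD, with starting fluorescence B-score inside 5 SD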
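times = overnight plating, then 30 min 37 °C plus 30 min room-temperature dye loading | assay system = stable human MrgX1 HEK293 cell line | input = fifteen thousand cells per well | signal = kinetic calcium dye fluorescence, Fluo-4 NW | dosing = compound delivered in addition one of three | read-out = B-scored fluorescence response ratio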
KCNQ1 pot – human KCNQ1 channel potentiation or activation | CHO-K1 KCNQ1, thallium flux FluxOR fluorescence; hits give high values | B-score at 10 µM | actives 0.35% (n = 310,000) | P51787;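 active = fluorescence ratio B-score, a plate-corrected score, at least three library SD, with initial intensity B-score within 5 SD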
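System: Stable KCNQ1 CHO-K1 line | Incubation: 90 min dye loading and 20 min compound exposure, both at room temperature | Measure: Ratio B score | Medium: Assay buffer for compound exposure, DMSO matched across wells | Compound dosing: Single-concentration screen | Probe or stimulus: K+/Tl+ depolarizing stimulus | Measured by: Kinetic FluxOR fluorescence, 10 s baseline plus 110 s post-stimulus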
RGS4 block – human RGS4 inhibition; P49798; HEK293 M3R/RGS4 inducible, Fluo-4 calcium flux; hits give high values; triggered by carbachol at its EC20; actives 0.45% (n = 310,000); B-score at 10 µM;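 active = B-score, a plate-corrected calcium signal, over three deviations above library mean, with baseline fluorescence within five deviations of library mean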;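 note: RGS4 expression induced by doxycycline in cells with stable M3 receptor; B-score is computed from the integrated fluorescence ratio over baseline after carbachol; higher B-score means a larger calcium signal and so more RGS4 inhibition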
KCNK3 block – human KCNK3 channel inhibition, primary screen | O14649 | CHO-KCNK3 thallium flux, FluxOR fluorescence; hits give low values | B-score at 10 µM | actives 0.84% (n = 340,000);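 active = B-score under library mean minus 4 SD, starting fluorescence ratio at most library mean plus 5 SD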;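 note: more negative B-score means stronger inhibition of thallium flux through KCNK3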
Target sequence (O14649 whole entry, looked up): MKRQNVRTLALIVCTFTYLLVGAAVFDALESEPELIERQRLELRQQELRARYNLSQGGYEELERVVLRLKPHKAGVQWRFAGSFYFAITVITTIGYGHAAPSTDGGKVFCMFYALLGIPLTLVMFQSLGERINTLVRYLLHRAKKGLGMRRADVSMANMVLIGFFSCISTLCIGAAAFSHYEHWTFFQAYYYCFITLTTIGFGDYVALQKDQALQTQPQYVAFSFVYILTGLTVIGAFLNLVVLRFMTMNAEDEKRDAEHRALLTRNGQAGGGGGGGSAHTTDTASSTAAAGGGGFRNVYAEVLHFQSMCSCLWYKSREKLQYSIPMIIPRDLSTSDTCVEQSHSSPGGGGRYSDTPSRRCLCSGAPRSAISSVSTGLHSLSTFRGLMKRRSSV
hERG protect – compounds protecting human hERG from proarrhythmic drug block. CHO-hERG, FluxOR thallium flux, dofetilide IC70 present. activation (rescue from dofetilide block), less the hit threshold, % at 10 µM. actives 0.51% (n = 310,000). AID 1511;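 active = activation above the mean of controls blocked by dofetilide plus 5 SD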;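 note: thallium influx through hERG after potassium depolarization seen as dye fluorescence rise; in these data hits start at about 4.7%; inactives centre near -7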
* hit, by the source's call; i = inactive; / = not tested or not shown. The order is random. About 6.3% of those tested had a hit in this group.

The line under a structure holds: KCNQ1 block | KCNK9 inh | ANO1 block | MrgX1 allo act | TMEM16A act | RGS4 act | MrgX1 ag | KCNQ1 pot | RGS4 block | KCNK3 block | hERG protect
CC(C)c1ccc(CNc2nnnn2C)cc1
→ i | i | i | i | i | i | i | i | i | i | -8
CN1CCN(C(=S)NC(=O)c2ccco2)CC1
→ i | i | i | i | i | i | i | i | i | i | -14
CCOc1cc(/C=C2\SC(=N)N(c3nccs3)C2=O)ccc1OCCN1CCOCC1
→ i | i | i | i | i | i | i | i | i | i | -16
O=C(CC1Sc2ccccc2NC1=O)NCc1ccc(Cl)cc1 (centres undefined)
→ i | i | i | i | i | i | i | i | i | i | 2
CCOC(=O)COc1coc(CN2CCN(c3ccc(F)cc3)CC2)cc1=O
→ i | i | i | i | i | i | i | i | i | i | -4
COCCNC(=S)Nc1ccccn1
→ i | i | i | i | i | i | i | i | i | i | -8
Cc1c(Cl)cccc1NC(=O)Cn1nc(C)n2cccc2c1=O
→ i | i | i | i | i | i | i | i | i | i | -13
COc1ccccc1N(CC(O)CN1CCOCC1)S(=O)(=O)c1ccccc1 (centres undefined)
→ i | i | i | i | i | i | i | i | i | i | -10
CC(=O)Nc1cccc(NC(=O)c2c(-c3ccccc3Cl)noc2C)c1
→ i | i | i | i | i | i | i | i | i | i | -3
c1ccc2c(c1)nc(CN1CCOCC1)n1c3ccccc3nc21
→ i | i | i | i | i | i | i | i | i | i | -15
COc1ccc(N(CC(=O)Nc2ccccc2Cl)S(=O)(=O)c2ccc(C)cc2)cc1OC
→ i | i | i | i | i | i | i | i | i | i | -5
Cc1cc2cc(CNC(=O)c3cccs3)ccc2n1C
→ i | i | i | i | i | i | i | i | i | i | -3
Cc1cc2cc(C)c3nnc(SCC(=O)NCc4ccco4)n3c2cc1C
→ i | i | i | i | i | i | i | i | i | i | -4
CCC(=O)Oc1cccc(C(=O)Nc2cccc(NC(=O)c3ccco3)c2)c1
→ i | i | i | i | i | i | i | i | i | i | -13
COc1cc(NC(=O)c2nccnc2N)cc(C(=O)Nc2cccc(C(F)(F)F)c2)c1
→ i | i | i | i | i | i | i | i | i | i | -8
Cc1ccc(C(=O)N2CC(=O)Nc3ccc(F)cc3C2c2ccccc2)cc1 (centres undefined)
→ i | i | i | i | i | i | i | i | i | i | -1
O=c1[nH]c(SCc2ccc(Cl)cc2)nc2ccsc12
→ i | i | i | i | / | i | i | i | i | / | -5
CC1CN(C(=O)C2CC(=O)N(c3ccc(Cl)cc3)C2)CC(C)O1 (centres undefined)
→ i | i | i | i | i | i | i | i | i | i | -4
C/C(=N\Nc1nc2ccc(Cl)cc2o1)c1ccccc1
→ i | i | i | i | i | i | i | i | i | i | -5
COc1ccc(NC(=O)CN(C)C(=O)C2CC(=O)N(Cc3ccc(C)cc3)C2)cc1 (centres undefined)
→ i | i | i | i | i | i | i | i | i | i | -9
CCOc1ccc2nc(NCCNC(=O)c3cc(OC)c(OC)c(OC)c3)c(C#N)cc2c1
→ i | i | i | i | i | i | i | i | i | i | -9
O=C(Cc1nc2ccccc2s1)c1ccc(O)cc1O
→ i | i | i | i | / | i | i | i | i | / | -4
COc1ccc(-c2cnc3nc(/N=C/N(C)C)nn3c2/N=C/N(C)C)cc1
→ i | i | i | i | i | i | i | i | i | i | -10
CCCCCc1cc(=O)oc2c(C(CCN3CCN(c4ccccc4)CC3)c3ccc4c(c3)OCO4)c(OC)cc(OC)c12 (centres undefined)
→ i | i | i | i | i | i | i | i | i | i | -19
O=C(CN1C(=O)CCS(=O)(=O)c2ccccc21)Nc1ccccc1F
→ i | i | i | i | i | i | i | i | i | i | -7
Brc1ccc(CN2CCN(c3ccccc3)CC2)o1
→ i | i | i | i | i | i | i | i | i | i | -2
CCCCCCSc1ccc([C@H]2N[C@@](Cc3ccccc3)(C(=O)OC)[C@H]3C(=O)N(C)C(=O)[C@@H]23)cc1OC
→ i | i | i | i | i | i | i | i | i | i | -3
COCCNC(=O)CSc1nc2cc(OC)c(OC)cc2c(=O)n1Cc1ccc(OC)cc1
→ i | i | i | i | i | i | i | i | i | i | -9
O=C(CSC1=NS(=O)(=O)c2cc(Cl)ccc2N1)Nc1cccc(F)c1
→ i | i | i | i | i | i | i | i | i | i | -7
CSCCC(NC(=O)CCC(=O)OCC(=O)[C@@]1(O)CCC2[C@@H]3CCC4=CC(=O)C=C[C@]4(C)C3[C@@H](O)C[C@@]21C)C(=O)O (some centres undefined)
→ i | i | i | i | i | i | i | i | i | i | -3
CC1=C(C(=O)Nc2ccccc2)C(c2ccc(C)o2)n2ncnc2N1 (centres undefined)
→ i | i | i | i | i | i | i | i | i | i | -3
COc1ccc(N(C)S(=O)(=O)c2ccc3c(c2)CCC(=O)N3)cc1
→ i | i | i | i | i | i | i | i | i | i | -16
CCOC(=O)c1c(NC(=O)c2ccco2)sc2c1CCCC2
→ i | i | i | i | i | i | i | i | i | i | -5
CCN(c1ccccc1)S(=O)(=O)c1ccc(Oc2ccc(-n3ccnc3)cc2)nc1
→ i | i | i | i | i | i | i | i | i | i | -5
CN1CCN(C(=O)C23CC4CC(C2)CC(c2ccccc2)(C4)C3)CC1
→ i | i | i | i | i | i | i | i | i | i | -2
O=C(CSc1nc(-c2ccc(F)cc2)cc(C(F)(F)F)n1)NCc1ccco1
→ i | i | i | i | i | i | i | i | i | i | -3
CC(=O)Nc1ccc(S(=O)(=O)N(Cc2cc3ccc(C)cc3[nH]c2=O)CC2CCCO2)cc1 (centres undefined)
→ i | i | i | i | i | i | i | i | i | i | -16
CCOc1cc(/C=N\n2nnnc2N)ccc1O
→ i | i | i | i | i | i | i | i | i | i | -2
c1ccc(-c2nnc(CSc3nc4ccccc4[nH]3)o2)cc1
→ i | i | i | i | i | i | i | i | i | i | -14
CCN1CCN(CCCNC(=O)c2ccc(NC(=O)C3=CSCCO3)cc2)CC1
→ i | i | i | i | i | i | i | i | i | i | -4
CC(=O)c1cccc(S(=O)(=O)N2CCC(c3nc4ccccc4[nH]3)CC2)c1
→ i | i | i | i | i | i | i | i | i | i | -2
O=C(Nc1cccc(F)c1)c1ccc2c(c1)OCO2
→ i | i | i | i | i | i | i | i | i | i | -8
Cc1ccc(NC(=O)Nc2ccccc2C(=O)NCc2ccccc2)cc1
→ i | i | i | i | i | i | i | i | i | i | -9
Cc1ccc(NC(=O)c2oc3ccc(S(=O)(=O)N4CCOCC4)cc3c2C)c(C)c1
→ i | i | i | i | i | i | i | i | i | i | -11
CCC(=O)N1c2ccc(S(=O)(=O)NCCc3ccccc3)cc2CC1C (centres undefined)
→ i | i | i | i | i | i | i | i | i | i | -2
COc1ccccc1CNc1nc2nc(C)cc(=O)n2[nH]1
→ i | i | i | i | i | i | i | i | i | i | -5
CC(C)c1ccc(C(=O)NCCCNC(=O)c2cnccn2)cc1
→ i | i | i | i | i | i | i | i | i | i | -2
CC1(C2CC2)NC(=O)N(CC(=O)Nc2ccccc2-c2ccccc2)C1=O (centres undefined)
→ i | i | i | i | i | i | i | i | i | i | -14
CCOC(=O)c1cnc2ccc(OCC)cc2c1N1CCN(c2ccccc2OC)CC1
→ 11* | i | i | i | i | -9.1* | i | i | i | i | -16
CCCc1c(C)c(C#N)c2nc3ccccc3n2c1NCCCN1CCOCC1
→ i | i | i | i | i | i | i | i | i | i | -9

Continuation:
The line under a structure holds: KCNQ1 block | KCNK9 inh | ANO1 block | MrgX1 allo act | TMEM16A act | RGS4 act | MrgX1 ag | KCNQ1 pot | RGS4 block | KCNK3 block | hERG protect
COc1cccc(SCC2CSc3nc4ccccc4c(=O)n32)c1 (centres undefined)
→ i | i | i | i | i | i | i | i | i | i | -6
CC1(C)Cc2cccc(OCC(=O)N3CCN(c4ccccc4)CC3)c2O1
→ i | i | i | i | i | i | i | i | i | i | -14
C=CCC1CCCCC12NC(=O)N(c1ccccc1)N2 (centres undefined)
→ i | i | i | i | i | i | i | i | i | i | -6
c1ccc(-n2nnnc2NC2CCCCC2)cc1
→ i | i | i | i | i | i | i | i | i | i | 3
O=C(COC(=O)c1cccnc1)c1ccc(Cl)c(Cl)c1
→ i | i | i | i | i | i | i | i | i | i | 0
COc1ccc(NC(=O)CN2CCC(C(N)=O)CC2)cc1
→ i | i | i | i | i | i | i | i | i | i | -8
CN(C)S(=O)(=O)c1cccc(NC(=O)c2ccc(S(=O)(=O)N3CCCC3)cc2)c1
→ i | i | i | i | i | i | i | i | i | i | -10
CC(=O)c1ccc(NC(=O)CCc2nc3sc4c(c3c(=O)[nH]2)CCCC4)cc1
→ i | i | i | i | i | i | i | i | i | i | -11
O=C(Nc1cccc2ccccc12)/C(=C/c1cccc([N+](=O)[O-])c1)NC(=O)c1cccs1
→ i | i | i | i | i | i | i | i | i | i | -15
CC(=O)c1cccc(S(=O)(=O)N2CCN(c3ccccc3F)CC2)c1
→ i | i | i | i | i | i | i | i | i | i | -10
COc1ccc2c([N+](=O)[O-])c(N3CCCC3)[nH]c2c1
→ i | i | i | i | i | i | i | i | i | i | -4
O=C(Cc1cn2ccsc2n1)Nc1cccc2cnccc12
→ i | i | i | i | i | i | i | i | i | i | -2
Cc1ccc(-c2nn(-c3ccccn3)c(=O)c3ccccc23)cc1C
→ i | i | i | i | i | i | i | i | i | i | -7
COc1ccc(OC)c(NC(=O)CSc2nc3ccccc3c(=O)n2CCNC(C)=O)c1
→ i | i | i | i | i | i | i | i | i | i | -10
COc1ccc(CCNC(=O)C2CC(c3ccc([N+](=O)[O-])cc3)=NO2)cc1 (centres undefined)
→ i | i | i | i | i | i | i | i | i | i | -7
CCOC(=O)CSc1nnc(CNc2nc(-c3ccccc3)cs2)n1C
→ i | i | i | i | i | i | i | i | i | i | -7
